IMPase Li inh = IMPase inhibition in cells with lithium potentiation | CHO-M1 cells, IP1 TR-FRET (IP-One), carbachol + lithium | Potency, µM (titrated, usually from 59.4 µM), for the others: top-dose activity, negative = IMPase inhibition, actives largely listed as inhibitors | 210,000 compounds, 0.35% hits | AID 1457;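 further: IP1 builds up when IMPase is blocked and the TR-FRET signal falls; potency means the concentration at half of the fitted maximal effect; plate controls were basal vehicle for no effect and high inhibitor control for full effect; nearly all actives have a fitted effect of over 50% in size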
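CHO cells stably expressing M1 receptor (2000/well) were cultured 16–30 h, then exposed to compounds with a small lithium addition for 30 min at 37C. IP1 was measured by TR-FRET competition; AC50 from Hill fits.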
HttQ103 aggreg = mutant huntingtin aggregation inhibition | PC12 HttQ103-GFP aggregates, Acumen cytometry, 40 h | Potency, µM (highest dose often 46.1 µM), inactives show at the top dose activity change, negative = inhibition, most hits filed as inhibitors | 220,000 compounds, 1.1% hits | AID 1688; further: potency means the concentration at half of the fitted maximal effect; on the % scale 0 is the no-effect control and ±100 the full control effect; nearly all actives have a fitted effect of over 60% in size
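PC12 cells stably carrying ecdysone-inducible HTT exon 1 Q103–GFP were induced with tebufenozide (100 nM final) and treated with library compounds in titration. GFP aggregates in lysates were counted by laser scanning cytometry.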
Luc counter = counter-screen: inhibitors of Kinase-Glo firefly luciferase; 200,000 compounds, 0.28% hits; Q27757; AID 1379; Kinase-Glo luciferase, ATP luminescence, 8 min; Potency, µM (highest dose often 38.3 µM), without a hit: top-dose activity change, negative = inhibition, most hits filed as inhibitors; further: potency means the concentration at half of the fitted maximal effect; on the % scale 0 is the no-effect control and ±100 the full control effect; nearly all actives have a fitted effect of over 60% in size
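Substrate mix (final 50 mM imidazole pH 7.2, 50 mM KCl, 7 mM MgCl2, 10 uM ATP, 0.01% Tween 20, 0.05% BSA) plus pin-tool compound, then Kinase-Glo detection mix; 8 min ambient, luminescence read.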
L3MBTL1 block = L3MBTL1 (human) inhibition. AlphaScreen L3MBTL1–H3K9me1 peptide binding. Potency, µM (doses to about 57.1 µM), for inactives: top-dose activity, negative = inhibition, most hits filed as inhibitors. 230,000 compounds, 0.66% hits. AID 485360; further: potency means the concentration at half of the fitted maximal effect; on the % scale 0 is the no-effect control and ±100 the full control effect; nearly all actives have a fitted effect of over 60% in size
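L3MBTL1 50 nM + b-AHA-H3(1-15)K9me1 75 nM, 30 min RT; compound added, 30 min RT; streptavidin donor/Ni-chelate acceptor beads 10 ug/mL each final, 30 min RT dark; AlphaScreen read.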
CBFb-RUNX1 inh = inhibitors of human CBF-beta and RUNX1 interaction; Q01196+Q13951; AlphaScreen CBFb-His/RUNX1-biotin binding, biochemical; Potency, µM (doses to about 59.8 µM), for inactives: top-dose activity, negative = inhibition, actives largely listed as inhibitors; 230,000 tested, under 10 active; AID 1477; further: % of control where 0% means no effect
Target sequence (Q01196 whole entry, looked up): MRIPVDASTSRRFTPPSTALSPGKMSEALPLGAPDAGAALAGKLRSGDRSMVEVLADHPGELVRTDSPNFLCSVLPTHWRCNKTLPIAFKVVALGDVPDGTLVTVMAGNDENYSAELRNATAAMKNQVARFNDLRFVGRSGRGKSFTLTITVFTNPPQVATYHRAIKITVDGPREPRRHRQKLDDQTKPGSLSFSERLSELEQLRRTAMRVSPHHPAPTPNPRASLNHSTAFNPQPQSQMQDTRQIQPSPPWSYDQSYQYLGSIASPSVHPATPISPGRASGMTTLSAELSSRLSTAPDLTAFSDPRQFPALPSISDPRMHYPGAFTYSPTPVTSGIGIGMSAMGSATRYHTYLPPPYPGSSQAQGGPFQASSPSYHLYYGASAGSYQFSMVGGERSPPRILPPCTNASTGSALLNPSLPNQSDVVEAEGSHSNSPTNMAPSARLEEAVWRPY
Target sequence (Q13951 whole entry, looked up): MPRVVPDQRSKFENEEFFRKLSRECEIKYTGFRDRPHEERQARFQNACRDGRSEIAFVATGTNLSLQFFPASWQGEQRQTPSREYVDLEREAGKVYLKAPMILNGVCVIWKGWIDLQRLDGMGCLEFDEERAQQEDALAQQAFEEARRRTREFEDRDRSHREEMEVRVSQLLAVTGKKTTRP
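AlphaScreen proximity signal reports loss of binding between His-tagged CBF-beta and biotin-labelled RUNX1, each at 30 nM. Proteins are pre-associated for 20 minutes, compounds added for 15 minutes, then beads for 90 minutes, all at ambient temperature.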
Epigenetic reg = epigenetic control regulation, reporter derepression | murine LDR cells, GFP reporter derepression, 30 h | Potency, µM (top dose mostly 53.9 µM), for inactives: top-dose GFP activation, hits mostly activators | 280,000 compounds, 0.2% hits | AID 1865; further: potency means the concentration at half of the fitted maximal effect; % of control where 0% means no effect; nearly all actives have a fitted effect of over 60% in size
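Reporter derepression read as number of fluorescent GFP-positive objects, 20-120 um in size, counted by laser-scanning cytometer. Mouse LDR line with an epigenetically silenced CMV-GFP locus; compound incubation 30 h, 37 C.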
NPSR antag = blocks cAMP signaling of the human neuropeptide S receptor; CHO-NPSR cells, cAMP TR-FRET, antagonist mode; Potency, µM (titrated, usually from 38.3 µM), without a hit: at the highest dose activity change, negative = inhibition, usual class: inhibitors; 220,000 compounds, 1% hits; AID 1461; further: potency means the concentration at half of the fitted maximal effect; on the % scale 0 is the no-effect control and ±100 the full control effect; nearly all actives have a fitted effect of over 50% in size; many of its hits are not listed in these tables
Target sequence (Q6W5P4 whole entry, looked up): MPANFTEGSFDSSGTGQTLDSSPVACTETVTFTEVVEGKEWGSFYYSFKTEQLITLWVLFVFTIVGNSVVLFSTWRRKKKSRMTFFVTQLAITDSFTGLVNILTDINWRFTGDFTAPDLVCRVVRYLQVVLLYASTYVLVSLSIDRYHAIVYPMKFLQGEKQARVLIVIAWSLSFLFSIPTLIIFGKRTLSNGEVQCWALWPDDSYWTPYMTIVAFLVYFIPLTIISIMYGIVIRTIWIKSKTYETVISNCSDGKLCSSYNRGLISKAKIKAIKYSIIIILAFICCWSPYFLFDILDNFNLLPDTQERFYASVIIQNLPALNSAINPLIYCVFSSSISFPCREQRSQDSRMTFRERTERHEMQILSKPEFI
Numbers without * were called inactive; ? = inconclusive; / = not tested or not shown; [ ] = remark or other dose. The call rests on the fitted dose curve; in most records, active means well fitted curve in the direction sought with a large enough effect; inconclusive means small, poorly fitted or top-dose-only effect, or another doubt; inactive means no such curve, though single readings can be large; an effect the other way counts as inactive or inconclusive.

Compound | IMPase Li inh | HttQ103 aggreg | Luc counter | L3MBTL1 block | CBFb-RUNX1 inh | Epigenetic reg | NPSR antag
COC(=O)/C(N=Nc1c(C)n(C)n(-c2ccccc2)c1=O)=C(\C)O | 0% | -15% | -1% | -4% | 2% | -1.0% | 17%
Cc1nn(Cc2ccccc2Cl)c2sc(C(=O)Nc3nccs3)cc12 | 14% | 4% | 1% | 8% | 6% | 2.1% | -22%
COC(=O)c1c(C)nc2nonc2c1N | -4% | -3%[9.22 µM] | 6% | -2% | 1% | 3.8% | 12%
COc1c(Cl)cc(Br)c(OC)c1C(=O)NC(=O)Nc1nc(C)cc(C)n1 | / | 2%[9.22 µM] | / | 1% | 5% | 4.9% | 28%
CCOC(=O)c1c(C)n(C)c2cc(-c3cccc(C(F)(F)F)c3)c(O)cc12 | 4% | 3% | -4% | 2% | 4% | 1.1% | 6%
O=C(O)c1cc(-c2cccnc2)nc2ccccc12 | / | -7%[9.22 µM] | / | 14% | 4% | 2.1% | 8%
Cc1ccc(C(=O)CSc2nnc(-c3ccncc3)n2C)cc1 | 2% | 13% | -4% | / | 5% | 0.0% | 11%
COc1ccc(NC(=O)CSc2ccccn2)c([N+](=O)[O-])c1 | / | -6%[9.22 µM] | / | -27% | 0% | 0.1% | -9%
CCOc1cccc(N2C(=O)CC(N3CCN(c4nc5ccccc5s4)CC3)C2=O)c1 (stereo unspecified) | 29%[38.3 µM] | 4% | -1% | / | 0% | -1.0% | -13%[46.1 µM]
CCCNC(=O)C1CC(=O)N(c2ccc(OCC(=O)Nc3cccc(C)c3C)cc2)C1 (stereo unspecified) | 26%[38.3 µM] | 4% | -1% | -2% | 6% | -0.8% | 8%[46.1 µM]
CN(/N=C/c1ccc2c(c1)OCO2)c1ccccc1 | 21% | 0% | -15% | -29% | 1% | 0.0% | 6%
Cc1cccc(N2CCN(Cc3oc(CO)cc(=O)c3O)CC2)c1C | 19%[38.3 µM] | -33% | -1% | / | 4% | -0.8% | -6%[46.1 µM]
COc1ccc(OC)c(/C=C/C(=O)NC2=NCCS2)c1 | 11µM* | -9%[9.22 µM] | -7% | -16% | -1% | -10% | -6%
COc1ccc(N(CC(=O)N2CCc3ccccc3C2)S(C)(=O)=O)cc1 | 31%[activator][38.3 µM] | 21% | 3% | / | -3% | -3.2% | -15%[46.1 µM]
N#Cc1cnc(Nc2nc3ccccc3o2)nc1-c1ccccc1 | 16%[38.3 µM] | -9% | 0% | / | -1% | 10% | -25%[46.1 µM]
COc1cccc(C2(O)CCN(C(=O)C3CCC3)CC2)c1 | -16%[38.3 µM] | -8% | -6% | 4% | 5% | -1.6% | 6%[46.1 µM]
COc1cccc(CNC(=O)C(C(=O)NCc2cccc(OC)c2)c2ncc(C(F)(F)F)cc2Cl)c1 | 0% | 10% | -1% | 5% | -19% | -2.0% | -10%
CCOc1ccc(NC(=O)CN(C)c2nnnn2-c2ccccc2)cc1OCC | 2%[38.3 µM] | 12%[9.22 µM] | -4% | -3% | 2% | 3.0% | ?
N/C(CN1CCCC1=O)=N\OC(=O)c1ccc(Cl)c(Cl)c1 | -4% | 7% | 4% | -6% | 7% | 0.0% | 13%
COC(=O)C1CSC(C(=O)OC)N1C(=O)Nc1ccc(Cl)c(Cl)c1 (stereo unspecified) | 47%[activator][38.3 µM] | 18% | 5% | -1% | 12% | 1.2% | 0%[46.1 µM]
Nc1c(C(=O)Nc2nc3ccccc3s2)sc2nc(-c3cccs3)ccc12 | 11µM* | ? | -8% | 43%[activator] | -1% | ? | 10µM*
CN(C)S(=O)(=O)c1ccc(NC=O)cc1 | -3% | -5%[9.22 µM] | -1% | 3% | -1% | -0.7%[10.1 µM] | 13%
O=C(CSc1nc(-c2ccccc2)cc(C(F)(F)F)n1)N1CCOCC1 | 8%[38.3 µM] | -4% | -4% | / | 5% | -1.0% | -5%[46.1 µM]
CC(OC(=O)CCCN1C(=O)c2ccccc2C1=O)C(=O)Nc1ncc(Cl)cc1Cl (stereo unspecified) | 8%[38.3 µM] | -1% | 0% | 4% | -7% | 0.5% | -23%[46.1 µM]
CCOc1ccc(Nc2nc(Cc3nnc(SCC(=O)c4ccc(C)c(C)c4)o3)cs2)cc1 | 32%[activator][38.3 µM] | 10µM* | -4% | / | -12% | -2.9% | -26%[46.1 µM]

Compounds shown so far that contain a thiophene ring, fused or not:
Compound | IMPase Li inh | HttQ103 aggreg | Luc counter | L3MBTL1 block | CBFb-RUNX1 inh | Epigenetic reg | NPSR antag
Cc1nn(Cc2ccccc2Cl)c2sc(C(=O)Nc3nccs3)cc12 | 14% | 4% | 1% | 8% | 6% | 2.1% | -22%
Nc1c(C(=O)Nc2nc3ccccc3s2)sc2nc(-c3cccs3)ccc12 | 11µM* | ? | -8% | 43%[activator] | -1% | ? | 10µM*

(list continues)
Compound | IMPase Li inh | HttQ103 aggreg | Luc counter | L3MBTL1 block | CBFb-RUNX1 inh | Epigenetic reg | NPSR antag
CN(C)C(=O)c1ccc(NC(=O)c2cncc(Br)c2)cc1 | 4% | 16µM* | -20% | 9% | 1% | -0.8% | 2%[46.1 µM]
COc1ccccc1CNC(=O)C(=O)Nc1nccs1 | 0% | -20%[9.22 µM] | 0% | -2% | 2% | -0.1% | 7%
OCC1(O)OC[C@@H](O)[C@H]1O (stereo partly specified) | / | 15%[9.22 µM] | / | / | 15% | 2.9% | 18%
CCC[C@@H]1C[C@@]1(CCC)[C@@H](NC(=O)Oc1ccccc1)c1ccc(C(=O)OC)cc1 | 4% | / | -1% | / | 13% | 7.9% | /
CC1CC(=O)N(C)c2ccc([N+](=O)[O-])cc2N1 (stereo unspecified) | 4% | 7% | -2% | 8% | -8% | 0.0% | 23%
COc1cccc(C(O)c2cnc(C(C)C)n2C)c1OC (stereo unspecified) | -1%[38.3 µM] | 2% | -8% | -3% | 4% | 7.4% | 2%[46.1 µM]
COc1ccc(C(=O)NCCSC2CCCCC2)cc1 | 3% | -14% | -1% | 11% | 9% | -0.9% | 6%
COc1cccc(N(C(=O)Cn2nnc(-c3ccc(Cl)cc3)n2)C(C(=O)NCC2CCCO2)c2ccc(C)cc2)c1 (stereo unspecified) | 2% | -12%[9.22 µM] | -1% | 10% | 13% | 0.0% | -11%
COC(=O)c1cc2n(n1)CCCNC2=O | 1% | -15%[9.22 µM] | 2% | 8% | 0% | -0.2% | 9%
CSc1sc(C)cc1C1C(C#N)=C(N)N(c2cccnc2)C2=C1C(=O)CCC2 (stereo unspecified) | 5%[38.3 µM] | 0% | 4% | 3% | -3% | -1.1% | -11%[46.1 µM]
O=C(N/N=C/c1cn(Cc2ccccc2)c2ccccc12)c1ccncc1 | 4% | -32% | -2% | / | -16% | 4.5% | -16%
CCOC(=O)CNS(=O)(=O)c1ccc(S(=O)(=O)N2CCCC2)cc1 | 29%[38.3 µM] | -18% | 2% | 2%[11.4 µM] | 7% | 0.0% | 19%[46.1 µM]
CNC(=O)c1ccccc1F | 3%[38.3 µM] | 4% | -4% | / | 3% | 0.2% | -4%[46.1 µM]
C#CCOCCOCCOCCNc1nc(N2CCN(C(=O)C([C@@H](C)CC)n3cc(C(N)CO)nn3)CC2)nc(N2CCN(C(=O)[C@H](CCC(=O)O)n3cc(C(N)[C@H](C)CC)nn3)CC2)n1 (stereo partly specified) | / | -31%[9.22 µM] | / | / | ? | -3.2% | 17%
COCCn1nnnc1C(c1cccs1)N1CCN2CCCC2C1 (stereo unspecified) | 6% | -3%[9.22 µM] | -2% | 3% | 7% | -1.1% | -3%
CCN(CC)S(=O)(=O)c1ccc2c(c1)N(CC(=O)NCc1ccccn1)C(=O)CO2 | / | -7%[9.22 µM] | / | -4% | 0% | ? | 3%
COc1cccc(NC(=O)c2nn(C34CC5CC(CC(C5)C3)C4)cc2[N+](=O)[O-])c1 | 19%[38.3 µM] | -26% | 0% | -5% | -14% | -2.2% | ?
O=C(c1cc(-c2ccc3c(c2)OCO3)on1)N1CCN(c2ccccc2)CC1 | -11%[38.3 µM] | -1% | -21% | -10% | -9% | -0.9% | ?
CC(C)c1nnc(NC(=O)CSc2nc3ccccc3[nH]2)s1 | 3% | -1% | 3% | / | -11% | -0.1% | 20%
Cc1nn(CC(=O)N2CC(=O)Nc3ccccc32)c(C)c1[N+](=O)[O-] | -9% | -14% | -1% | / | -6% | 4.0% | -2%
CCOC(=O)c1sc2nccc(OC)c2c1N=CNOC | -1% | -10% | -10% | 8% | -1% | 1.1% | -5%
Clc1cccc(Cl)c1CON/C=N/c1ncnc2sccc12 | 28%[38.3 µM] | -31% | 4% | 13% | 24% | -0.4% | -22%[46.1 µM]
COc1cccc(C(=O)Nc2c(C(N)=O)oc3ccccc23)c1 | 29%[38.3 µM] | -7% | 1% | 8% | 5% | -0.8% | ?
CC1CCC2(CC1)NC(=O)N(CC(=O)Nc1ccc(N3CCOCC3)cc1)C2=O (stereo unspecified) | -2% | 7% | 0% | ? | -5% | -1.0% | 14%
CC(C)COc1ccc(C(=O)NC(Cc2c[nH]c3ccccc23)C(=O)NN)cc1 (stereo unspecified) | / | -17%[9.22 µM] | / | -20% | 14% | -1.2% | 12%
O=c1c(-c2ccco2)[n+]([O-])c2ccccc2n1OCc1c(F)cccc1F | / | 4%[9.22 µM] | / | 5% | 0% | ? | 22%
C=CCSc1nc2sc(C)c(C)c2c(=O)n1CC=C | 12% | -18% | -2% | 25% | 23% | -1.2% | -16%[46.1 µM]
Cc1nnc(SCC(=O)Nc2ccccc2N2CCOCC2)s1 | 7% | 3% | 2% | -14% | -1% | -0.8% | 18%[46.1 µM]
O=C(CN1CCN(c2ccccc2O)CC1)NC(=O)NC1CCCC1 | 0% | 1% | 0% | 3% | ? | -0.5% | -10%
C[C@H](NC(=O)Cc1cccc2ccccc12)C(=O)NCc1ccccc1 | -6% | 0% | -1% | 5% | -3% | -0.4% | 1%
COc1ccc(C(C)C)cc1S(=O)(=O)N1CC(C)OC(C)C1 (stereo unspecified) | 10% | 4%[9.22 µM] | 0% | -2% | -5% | -4.3% | 16%
O=C1C2CCCN2C(c2ccc(F)cc2)N1c1nccs1 (stereo unspecified) | 3%[38.3 µM] | -14% | 3% | 1% | -3% | -1.1% | 4%[46.1 µM]
Cn1cc(CNC(=O)c2sc3cccc(Cl)c3c2Cl)cn1 | -11% | 8% | 1% | -3% | 12% | 1.2% | 6%[46.1 µM]
CCOC(=O)C1/C(=N\O)CC(C)(O)C(C(=O)OCC)C1c1ccc(N(C)C)cc1 (stereo unspecified) | 22%[38.3 µM] | 11%[9.22 µM] | 2% | / | -6% | 5.2% | -5%[46.1 µM]

Only part of the results is shown; rates above refer to the full screens.
